Screening data as filed in PubChem BioAssay.
NR2E3 ag-1 = inhibitors of NR2E3-RetCOR corepressor binding, primary screen, NR2E3 agonist project, biochemical, TR-FRET, GST-NR2E3, biotin-RetCOR | Photoreceptor-specific nuclear receptor (Homo sapiens), Q9Y5X4 | 1536-well | inhibition of corepressor binding, % at 4.78 µM | hit rate 0.12% among 320,000 | AID 2300, 2010;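 active = percent inhibition above the cutoff of mean plus 3 SD of all tested compounds, set per screening campaign, cut at about 20% in these data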;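 note: 0% = DMSO wells and 100% = biotin wells as full block of FRET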
Target sequence (Q9Y5X4 whole entry, looked up): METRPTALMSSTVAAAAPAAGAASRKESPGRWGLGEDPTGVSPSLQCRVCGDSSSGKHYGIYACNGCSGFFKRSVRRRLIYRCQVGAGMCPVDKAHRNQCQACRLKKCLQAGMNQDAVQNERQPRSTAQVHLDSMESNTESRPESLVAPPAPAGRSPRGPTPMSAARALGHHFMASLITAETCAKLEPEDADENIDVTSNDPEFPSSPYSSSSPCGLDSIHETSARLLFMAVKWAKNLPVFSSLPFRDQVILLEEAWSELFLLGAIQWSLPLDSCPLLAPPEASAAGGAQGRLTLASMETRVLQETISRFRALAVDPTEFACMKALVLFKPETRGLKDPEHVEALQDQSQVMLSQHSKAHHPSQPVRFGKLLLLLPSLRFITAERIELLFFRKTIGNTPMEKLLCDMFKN
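Test system – NR2E3–RetCOR corepressor complex · Quantity – NR2E3 fusion 1.35 nM · Buffer or medium – Tris pH 7.5 · Incubation – Compound–protein incubation for 5 h at 4 °C · Technique – TR-FRET, Eu(K)-anti-GST donor, streptavidin-D2 acceptor, ex 340, em 617/671 nm · Evaluation – percent inhibition of 671/617 nm emission ratio versus biotin and DMSO controls · Plate – 1536-well format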
Shn3 3UTR inh = reduction of Shn3 3'UTR firefly luciferase signal, primary screen, Schnurri-3 inhibitor project, cell-based, Clone20 osteoblasts, set 2; Clone20 osteoblast Shn3 3'UTR firefly luciferase, 24 h; inhibition, % at 12.5 µM; hit rate 0.52% among 360,000;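 active = mean inhibition of at least 75% with every replicate also reaching 75%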;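 note: 0% = median of neutral control wells and 100% = pilot-screen positive control compound; some compounds past the cut are filed as inactive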
CF NFkB inh = inhibitors of PAF-induced NF-kB signaling, primary screen, cell-based, GFP fluorescence, uHTS; KKLEB NF-kB-GFP reporter, GFP fluorescence overnight; inhibition, % at 5 µM; hit rate 0.86% among 360,000;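 active = at least 50% inhibition at 5 µM, scaled per plate between neutral and stimulator controls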;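 note: PAF is a Pseudomonas aeruginosa culture filtrate used as stimulus; plate controls were PAF-stimulated DMSO wells for no effect and unstimulated DMSO wells for full effect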
Peg3 promoter = Peg3 promoter-driven luciferase inhibitors, primary screen, cell-based, HeLa, luciferase luminescence. inhibition, % at 20 µM. hit rate 1.7% among 360,000. HeLa PEG-Prom luciferase reporter, overnight;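 active = inhibition of at least 50% at 20 µM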
NR2E3 ag-2 = NR2E3 agonists in two-hybrid cells, primary screen, cell-based, luminescence, CHO-S, Gal4-NCOR/VP16-NR2E3. luciferase. inhibition of corepressor binding, % at 3.98 µM. hit rate 0.35% among 360,000. AID 602229, 2012;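 active = inhibition above the mean of all tested compounds plus 3 SD, cut at about 70% in these data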;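 note: 0% = DMSO with NR2E3 transfected cells and 100% = cells lacking NR2E3 construct; higher means lower luciferase signal from less NR2E3 corepressor binding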
TROY NFkB inh = inhibitors of TROY-driven NF-kB signaling, primary screen, Q293 LMP1-TROYcd cells, NF-kB luciferase, uHTS; hit rate 0.98% among 360,000; inhibition, % at 10 µM; Q293 LMP1-TROYcd NF-kB luciferase reporter, 4 h; AID 1347056, 2019;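 active = compounds whose plate-normalised and pattern-corrected inhibition of the luciferase reporter signal at the single screening dose is 50% or more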
TRPM1 prom inh = inhibitors of MITF-dependent TRPM1 promoter reporter, primary screen, cell-based, SK-MEL-5, single point, luciferase. inhibition, % at 12.5 µM. SK-MEL-5 TRPM1 promoter luciferase, 24 h. hit rate 0.83% among 330,000;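 active = mean inhibition across replicates of 60% or more, whatever share of single replicates reaches that level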; note: values of inactives mirror those of a sister screen read the other way
TRAIL sens C8 = viability loss with TRAIL in NB7+C8 cells, primary screen, TRAIL sensitizer project, cell-based, ATPlite luminescence; inhibition (viability loss, TRAIL sensitization), % at 10 µM; hit rate 1% among 360,000;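 active = compounds causing at least 50% loss of cell viability in the single-dose screen, relative to plate controls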
KKLEB tox = cytotoxicity in KKLEB CF airway cells, primary screen, cytotoxicity control for CF NF-kB inhibitor project, cell-based, uHTS, fluorescence assay plates; activity change (cytotoxicity), % at 5 µM; AID 602141, 2011; hit rate 0.36% among 360,000; KKLEB CF airway cells viability, ATPlite luminescence, overnight; stronger effect = lower value; cells stimulated with P. aeruginosa culture filtrate;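 active = corrected activity change at or below -50% at 5 µM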
TWEAK Fn14 block = inhibitors of TWEAK-Fn14 signaling, primary screen, luciferase reporter cells, uHTS. TWEAK-stimulated Fn14 reporter cells, luciferase luminescence, 8 h. inhibition, % at 10 µM. hit rate 2% among 360,000; in the data active = inhibition above about 50%
HIF-2a inh = HIF-2a reporter inhibitors, primary screen, luminescence, 786-0 RCC cells; 786-0 RCC cells HIF-2a reporter, luciferase luminescence, overnight; inhibition, % at 18.8 µM; hit rate 0.72% among 360,000; AID 624352, 2012;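 active = inhibition of the luminescence signal of 40% or more relative to plate controls, in a single-dose primary screen at 18.75 µM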
* = called active by the depositor; / = no result given; & = joins results of further samples. Only part of the results is shown; rates above refer to the full screens.

SMILES	NR2E3 ag-1	Shn3 3UTR inh	CF NFkB inh	Peg3 promoter	NR2E3 ag-2	TROY NFkB inh	TRPM1 prom inh	TRAIL sens C8	KKLEB tox	TWEAK Fn14 block	HIF-2a inh
COc1ccc(C(=O)NCc2ccco2)cc1S(=O)(=O)NC1CC1	3	-12	40	4	-14	6	-3	-9	0	-1	1
O=C(Nc1ccc([N+](=O)[O-])cc1NC(=O)c1ccccc1)c1ccccc1	/	6	22	13	1	6	-7	-6	-11	7	13
O=c1/c(=C\c2ccc(O)cc2)sc2nc(-c3ccccc3)c(-c3ccccc3)n12	1	-4	27	1	-31	11	9	14	2	16	-15
Cn1c(=O)c2c(nc(NCCNC(=O)c3ccco3)n2Cc2ccccc2)n(C)c1=O	1	31	-11	18	-10	-14	11	2	-1	98*	13
O=C(COc1ccc(/C=N/NS(=O)(=O)c2ccccc2)cc1)NCCc1ccccc1	0	1	1	5	8	30	-10	-16	-1	-7	23
COc1ccc(-c2cc(C(=O)NNC(=O)c3csc(N4CCOCC4)n3)c3ccccc3n2)cc1	-1	-6	-14	-37	0	-13	-5	21	12	-11	-96
Cc1nn(C(C)C(=O)O)c2ccccc12 (stereo unspecified)	4	-17	6	9	2	-8	-4	-3	17	-5	-17
CC(=O)N1CCC(=NNc2nc3ccccc3[nH]2)CC1	-1	-1	11	-12	-25	31	-18	2	-3	24	-16
COc1cc(C)c(NC(=O)COc2cccc3c2OC(C)(C)C3)cc1OC	-4	83	-2	17	62	15	5	-8	12	3	12
NC(=NC(=O)c1ccccc1)N1CCOCC1	3	23	-1	-18	-5	-4	-20	9	3	-6	-20
COc1ccc(NC(=O)c2[nH]c(C)c(C(C)=O)c2C)cc1	0	-107	-26	-222	-67	-31	-10	11	-6	-9	-211
O=C(NC(=S)N1CCCCC1)c1cccs1	-1	-8	-15	-17	-16	18	3	-5	4	13	-16
Cc1cc(C)n(CCCNCC(O)c2ccccc2)n1 (stereo unspecified)	1	10&-8	18&2	7&-8	-32&-5	2&-3	-6&21	-3&15	0&-8	-11&-11	9&4
O=C(CN1CCN(c2ccccc2O)CC1)Nc1ccccc1C(=O)NCCc1ccccc1	2	-9	-3	-19	-9	-8	-31	9	-9	14	-126
CC(C(=O)NCc1ccc2c(c1)OCO2)N1c2cccc3cccc(c23)S1(=O)=O (stereo unspecified)	1	18	-12	2	0	5	7	7	-14	7	19
COc1cccc(-c2nc(CS(=O)(=O)CC(=O)NCCCOC(C)C)c(C)o2)c1	-2	3	7	13	4	0	-5	-2	-7	-13	16
COc1nc(C)nc(NC(=O)NS(=O)(=O)c2ccc(C)cc2)n1	-3	11	14	5	-29	-12	3	-2	2	7	10
CCOC(CNC(=O)c1ccc(CNC(=O)c2ccc(OC)c(OC)c2)cc1)OCC	1	-3	-5	4	-26	-5	3	15	2	-12	17
COC(=O)c1ccc(N2CCOCC2)c(NC(=O)Nc2cccc(OC)c2)c1	-1	-2	-15	17	-21	0	12	0	-4	-21	14
COC(=O)c1sc(NC(=O)c2oc3ccccc3c2C)nc1C	6	-27	-3	-128	-60	-33	-18	-6	-1	-30	-143
O=C(NCc1ccccc1)C1(C(F)(F)F)C/C(=C/CCO)CCCO1 (stereo unspecified)	2	-31	-37	5	-19	-16	8	-12	7	4	8
CCCCCn1c(N)c(C#N)c2nc3ccccc3nc21	7	1	-4	15	5	26	2	-19	-10	26	-20
Cc1cc2ncn(C3CC(=O)N(Cc4ccc(N5CCCC5=O)cc4)C3=O)c2cc1C (stereo unspecified)	2	-6	8	10	-4	16	4	20	-10	-15	6
O=C(CC(=O)c1ccccc1)Nc1ccccn1	/	-73	8	-176	-61	-11	-75	3	-19	27	-228
NS(=O)(=O)c1ccc(CNC(=O)C23CC4CC(CC(C4)C2)C3)cc1	2	11	-4	0	14	3	4	3	-1	5	23
COC(=O)/C(=C\Nc1ccc(Cl)cc1Cl)NC(=O)c1ccc(OC)cc1	-1	4	-10	9	-18	-3	20	17	4	13	-37
Cc1cccc(CCNc2nc3ccccc3n3nnnc23)c1	1	-3	-7	-46	-36	16	-20	0	1	-16	-43
O=C(c1c[nH]c(C(=O)N2CCN(c3ccccc3F)CC2)c1)c1cccc(Cl)c1Cl	/	1	35	41	-13	30	31	-16	-17	40	22
Cn1ccnc1SCC(=O)NC1CC1	-1	-1	-4	14	-46	-20	0	17	-8	12	16
O=C(CCC(=O)N1CCN(c2ccccn2)CC1)c1cccs1	/	-24	-15	-105	-31	-26	-37	-8	-4	-12	-138
CCCCC(=O)Nc1ccc(NC(=O)c2ccccc2OC)cn1	-1	10	-12	-12	-5	-9	-26	26	17	10	-27
CCOC(=O)c1nnc2cc(-c3ccc(Br)cc3)nn2c1C	1	4	-6	-75	0	0	11	-4	-18	-12	-48
CC(C)CNS(=O)(=O)c1ccc(OCC(=O)NCC2CCCO2)c(Cl)c1 (stereo unspecified)	4	3	5	16	-5	-3	15	6	-5	14	7
CN1CCC(=O)N([C@H](CN=[N+]=[N-])Cc2ccccc2)CC1	1	1	9	-2	-12	4	1	-2	-8	-7	-1
CC(=O)Nc1ccccc1NC(=O)C/C(C)=N/NC(=O)C(=O)Nc1cccc(Cl)c1C	-2	-10	6	13	-14	-2	1	10	12	-24	2
Cc1ccc2[nH]c(=O)c(CN(Cc3cccnc3)C(=O)c3ccncc3)cc2c1	1	-10	11	17	-16	-9	15	-1	-3	1	11
CCN(CC(=O)NC1CCS(=O)(=O)C1)S(=O)(=O)c1cc([N+](=O)[O-])ccc1C (stereo unspecified)	0	-4	-22	-3	-27	-7	-9	14	12	21	-5
CC(=O)N1CCc2cc(S(=O)(=O)CCC(=O)NCc3ccc(Cl)cc3)ccc21	3	13	-5	19	7	-27	4	-10	10	1	16
COc1ccc(OC)c(S(=O)(=O)Nc2ccc(CC(=O)O)cc2)c1	0	-10	2	8	7	-3	6	-5	-7	-9	13
Cc1ccc(OCC(=O)OC(C)CN(C)Cc2ccccc2)cc1 (stereo unspecified)	1	-26	18	6	-27	-11	-2	-8	3	0	1
O=C(O)c1sccc1S(=O)(=O)c1ccccc1	-3	13	2	0	-7	-41	-4	-16	8	-12	3
COc1cccc(C(=O)O/N=C/c2ccc(Sc3ccc(C)cc3)nc2)c1	-1	-6	19	-139	10	-26	-53	15	3	11	-90
CCOC(=O)C1CCCN(C(=O)c2cccc(OC(F)(F)F)c2)CC1 (stereo unspecified)	/	7	-8	5	7	2	/	-1	11	16	-3
Cc1ccc2nc(NCCNC(=O)c3ccccc3)c(C#N)cc2c1	-1	8	-15	0	-2	-15	-1	-8	8	7	-3
C=CCN(C(=O)Nc1ccc2c(c1)nc(C)n2C)c1ccccc1	0	-32	-15	-145	-6	-22	-43	15	6	-7	-135
CCOC(=O)c1cccc(NC(=O)Nc2ccc3c(c2)C(=O)OC3)c1	5	15	-1	-24	-13	-5	/	-4	2	-16	-16
CN1CCN(c2ccc3c(c2)OC[C@H](Cc2ccccc2)NS3(=O)=O)CC1	/	/	/	/	4	-5	/	-24	/	-4	-19
COc1ccc(C2c3ccc(O)cc3Oc3ncn(Cc4ccco4)c(=N)c32)cc1OC (stereo unspecified)	0	-4	8	12	-20	-1	-4	11	-21	-4	20
COc1ccccc1C(C)NCC(=O)NCC(=O)Nc1ccc(F)c(F)c1F (stereo unspecified)	5	7	11	13	3	14	-6	-3	-4	-4	11
CN1CCN(c2ccccc2NC(=O)Cc2ccc(Cl)cc2)CC1	0	28	2	2	-14	-14	-6	4	0	-22	-10

Grouped by structure: the compounds so far containing a nitro group on carbon.
SMILES	NR2E3 ag-1	Shn3 3UTR inh	CF NFkB inh	Peg3 promoter	NR2E3 ag-2	TROY NFkB inh	TRPM1 prom inh	TRAIL sens C8	KKLEB tox	TWEAK Fn14 block	HIF-2a inh
O=C(Nc1ccc([N+](=O)[O-])cc1NC(=O)c1ccccc1)c1ccccc1	/	6	22	13	1	6	-7	-6	-11	7	13
CCN(CC(=O)NC1CCS(=O)(=O)C1)S(=O)(=O)c1cc([N+](=O)[O-])ccc1C (stereo unspecified)	0	-4	-22	-3	-27	-7	-9	14	12	21	-5

More records:
SMILES	NR2E3 ag-1	Shn3 3UTR inh	CF NFkB inh	Peg3 promoter	NR2E3 ag-2	TROY NFkB inh	TRPM1 prom inh	TRAIL sens C8	KKLEB tox	TWEAK Fn14 block	HIF-2a inh
COc1cccc(C(=O)Nc2nnc(-c3ccc(OC)cc3OC)s2)c1	1	5	10	-6	-7	-4	/	-11	3	-18	-3
O=C(CSCc1c(F)cccc1Cl)NCc1ccncc1	0	15	31	5	-21	2	1	-19	-1	21	6
CCOC1=C2CN(S(=O)(=O)c3ccc(C)cc3)[C@H](c3ccccc3)C[C@@H]2N(S(=O)(=O)c2ccc(C)cc2)[C@H](c2ccccc2)C1	/	70	0	7	7	10	/	6	-19	8	-9
CCC(C)c1ccc(NC(=S)Nc2ccc(OC)c(OC)c2)cc1 (stereo unspecified)	0	-6	6	5	-12	30	-12	-4	-1	-10	13
Cc1cccc(-n2c(SCC(=O)N3CC(=O)Nc4ccccc43)nc3ccccc3c2=O)c1C	0	30	8	26	-6	30	13	-6	-16	15	16
COc1ccc(N(Cc2cc3cc(OC)ccc3[nH]c2=O)S(=O)(=O)c2ccc(NC(C)=O)cc2)cc1	2	7	80*	62*	9	15	5	19	-101*	24	11
Cc1ccccc1N1CCN(C2CCCN(C(=O)CN3CCCC3=O)C2)CC1 (stereo unspecified)	-2	-35	-2	15	11	-24	8	-10	13	1	2
CCOC(=O)N/N=C/c1cn(CCCOc2ccccc2)c2ccccc12	-3	9	2	-35	-73	-7	-4	22	-2	20	-124
Cc1ccc(CNC(=O)c2ccccc2N(C)S(C)(=O)=O)cc1	5	5	14	19	-12	1	-4	-3	-9	-3	16
CCCn1c(C)cc(/C=C(\C#N)C(=O)OCC(=O)N(CC)c2c(N)n(Cc3ccccc3)c(=O)[nH]c2=O)c1C	/	-6	-9	-41	-14	-8	-5	-17	-27	-34	-15
